High-throughput results: PubChem, National Center for Advancing Translational Sciences (NCATS)
D1 potentiator = potentiators of human D1 dopamine receptor; P21728; HEK293 TREx D1 cells, calcium flux, dopamine EC20 potentiation; potentiation, % at 10 µM; actives 0.036% (n = 360,000); in the data active means potentiation above about 30%; further: 0% is about no effect
RXFP1 agonist = agonists of human relaxin receptor RXFP1. HEK293T-RXFP1 cAMP TR-FRET, 30 min; response scale: percent of porcine relaxin response, buffer zero. Potency, µM (doses to about 57.5 µM), for the others: at the highest dose activation, most hits filed as activators. actives 0.3% (n = 370,000); further: potency means the concentration at half of the fitted maximal effect; on the % scale 0 is the no-effect control and ±100 the full control effect; nearly all actives have a fitted effect of over 60% in size; many of its hits are not listed in these tables
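Agonist response is measured as cAMP accumulation in an RXFP1-transfected HEK293T line under PDE4 inhibition. Values are scaled between buffer-only and 29 nM porcine relaxin, and EC50s come from standard Hill equation fits.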
Vif-APOBEC3F blk = Vif-A3F binding inhibition; HeLa A3F-eYFP + Vif (tagged APOBEC3F with the HIV-1 protein that degrades it), YFP fluorescence increase; Potency, µM (top dose mostly 46.1 µM), for inactives: at the highest dose activity, negative = active; actives 0.2% (n = 390,000); AID 602313; further: potency means the concentration at half of the fitted maximal effect; % of control where 0% means no effect; nearly all actives have a fitted effect of over 65% in size
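Fluorescence increase (Ex 488/Em 500-530) after overnight compound treatment at 37 deg C flags inhibition of Vif-driven A3F-eYFP loss in stable HeLa A3F-eYFP/Vif cells seeded overnight beforehand.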
Vif-A3G inh = inhibitors of Vif-APOBEC3G interaction. actives 0.076% (n = 410,000). HeLa A3G-eYFP + Vif (tagged APOBEC3G with the HIV-1 protein that degrades it), YFP fluorescence, overnight. Q9HC16. Potency, µM (highest dose often 46.1 µM), for inactives: at the top dose activity, negative = active, actives largely listed as inhibitors;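 further: potency means the concentration at half of the fitted maximal effect; on the % scale 0 is the no-effect control and ±100 the full control effect; nearly all actives have a fitted effect of over 60% in size; hits raise eYFP signal because A3G escapes Vif-driven loss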
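Read-out is eYFP fluorescence (Ex 488/Em 500-530) from Vif-expressing HeLa A3G-eYFP cells; more signal means A3G escaped Vif-mediated degradation. Cells plated overnight, compound pinned in, incubated overnight at 37 deg C.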
LDHA inh = inhibitors of human lactate dehydrogenase A; activity change, % (values are at about 110 or 230 µM); purified LDHA, NADH/diaphorase-resazurin fluorescence; hits give low values; actives 0.15% (n = 480,000); P00338; in the data active means activity change below about -30%; inconclusive means mostly about -25% to -30%;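 further: plate controls were DMSO wells for no effect and wells without enzyme for full effect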
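Human LDH5 at 2 nM final in Tris HCl pH 7.4 with 0.06 mM NADH and 0.2 mM pyruvate, reacted 5 minutes at room temperature. Remaining NADH coupled via diaphorase/resazurin; resorufin fluorescence read at 0 and 20 minutes, normalized to enzyme-free and DMSO wells.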
D2 potentiator = D2 dopamine receptor (human) potentiation. actives 0.34% (n = 340,000). AID 485347. P14416. HEK293 T-REx D2, calcium flux, EC20 dopamine potentiation. potentiation, % at 10 µM;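 active means potentiation over 3 SD above the plate norm, cut at about 30% in these data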; further: 0% is about no effect
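Potentiation of an EC20 dopamine calcium response measured kinetically over 180 s, after a preceding 180 s compound-only read flagging agonists. Cells: inducible Hek293 Trex D2 line, 4000/well, cultured overnight at 30 C before dye loading.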
D1 ag = human D1 receptor agonism | actives 1% (n = 360,000) | activation, % at 2 µM | AID 504660 | HEK293 T-REx D1 cells, calcium flux, agonist mode; in the data active means activation above about 30%; further: 0% is about no effect
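Tetracycline-induced HEK293 TREx D1 cells, force-coupled to calcium signalling, were dye-loaded with a no-wash calcium kit. Compound was pin-added after a 10 s baseline. Fluorescence was read kinetically at 1 cycle/s for 180 s, with calcium rises flagged as agonism.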
D1 antagonist = antagonists of human D1 dopamine receptor; AID 504652; actives 3.2% (n = 360,000); HEK293 TREx D1 cells, calcium flux, dopamine EC80; hits give low values; activity change, negative = inhibition, % at 10 µM; P21728; in the data active means activity change below about -30%; further: on the % scale 0 is the no-effect control and ±100 the full control effect
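Tetracycline-induced HEK293 Trex D1 cells, force-coupled to calcium, dye-loaded; compounds added and read 180 s, then EC80 dopamine added and calcium flux tracked kinetically another 180 s.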
GRP78 ERSR act = inducers of ER stress response in human glioma cells; U87-MG GRP78 promoter luciferase reporter, 16 h; Potency, µM, inactives show at the highest dose activation, usual class: activators; actives 0.02% (n = 420,000); AID 602332; further: potency means the concentration at half of the fitted maximal effect; series mostly up to about 76 µM; % of control where 0% means no effect; nearly all actives have a fitted effect of over 35% in size
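Stably transfected U87-MG human glioma cells carrying a GRP78-based luminescent sensor were seeded at 1000 cells/well, pin-dosed with compounds and incubated 16 h. Luciferase reagent was then added, and end-point luminescence was read after 10 min at room temperature.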
* marks the source's active call; other numbers are inactive results; u = inconclusive; x = no result given; & = joins results of further samples. Unless noted, the call rests on the fitted dose curve; in most records, active means well fitted curve in the direction sought with a large enough effect; inconclusive means small, poorly fitted or top-dose-only effect, or another doubt; inactive means no such curve, though single readings can be large; an effect the other way counts as inactive or inconclusive. A portion of the library; the hit share may differ from the screen's.

SMILES | D1 potentiator | RXFP1 agonist | Vif-APOBEC3F blk | Vif-A3G inh | LDHA inh | D2 potentiator | D1 ag | D1 antagonist | GRP78 ERSR act
COc1cc(OC)cc(C(=O)Nc2ccc3c(c2)CCCN3C(=O)c2cccs2)c1 | -2.4&-0.1 | -0.4%&-2.4% | 1.7%&1.5% | -8.6%&-10.7% | -2.3&7.2 | 1.7 | 6.9&0.8 | -4.8&1.0 | -1.3%&-1.0%
O=C1CCCC2=C1Sc1ccccc1N2 | -2.6 | -1.3% | 4.8% | 1.9% | -10.2 | 0.9 | 5.9 | 29.7 | 1.2%
CCOC(=O)Cc1csc(NC(=O)CSc2nc(=O)[nH]c3c2CCC3)n1 | -0.8 | 2.3% | 8.0% | -0.1% | -1.5 | 3.6 | 3.7 | 45.9 | -4.0%
O=C1/C(=C/c2ccco2)N=C(N2CCCCC2)N1c1ccccc1 | 9.6 | 1.9% | -3.8% | -13.0% | 3.9 | -2.1 | 0.3 | 28.3 | -2.4%
CCOC(=O)c1ccc(NC(=S)N2CCCC(C)C2)cc1 (centres undefined) | -4.5 | -1.1% | -4.8% | 2.0% | 0.8 | -7.3 | 0.2 | x | 2.1%
CCCNC(=O)c1cc(S(=O)(=O)N2CCc3ccccc32)cn1C | 3.0 | 4.7% | -0.5% | 0.2% | 0.5 | -2.0 | 11.0 | -23.5 | -2.4%
COC(=O)c1cc([N+](=O)[O-])c(-n2cncn2)c([N+](=O)[O-])c1 | 0.3 | -1.4% | -9.8% | 0.1% | -6.3 | 7.1 | 1.6 | 1.7 | 0.4%
COCCCN(C(=O)CC1OC(=O)c2ccccc21)c1c(N)n(Cc2ccccc2)c(=O)[nH]c1=O (centres undefined) | 13.5 | 2.3% | 2.2% | 1.1% | -1.8 | 2.0 | 5.4 | 3.1 | -3.8%
O=C(NCC1CCCO1)c1cnn2c1NC(c1ccccc1)CC2C(F)(F)F (centres undefined) | -2.9 | 0.3% | -1.4% | -0.2% | -6.0 | -3.7 | 0.9 | 39.3 | -5.0%
O=C(CCn1nnc2ccccc2c1=O)N[C@@H](Cc1ccccc1)C(=O)O | -1.8 | 4.1% | -10.0% | -0.1% | -2.9 | -5.8 | 2.1 | 8.0 | -0.7%
CC(=O)N1CCN(S(=O)(=O)c2cccc(C(=O)Nc3ccc4c(c3)OCO4)c2)CC1 | -7.9 | 1.5% | -7.7% | 0.5% | 2.4 | 17.3 | 0.4 | 0.6 | 2.1%
Cc1ccc(/C=N/NC(=O)c2ccco2)s1 | 1.1 | 2.0% | -2.0% | -4.1% | -3.6 | -5.2 | -0.6 | 22.8 | 2.2%
CCCCCn1c(NCc2ccccc2OC)nc2ccccc21 | -3.6 | 3.6% | 0.3% | 1.6% | -4.6 | x | 7.1 | -6.0 | -2.1%
CCC(c1nnnn1Cc1ccccc1)N1CCN(C(=O)c2ccco2)CC1 (centres undefined) | -1.6 | -0.7% | -7.0% | 0.9% | 3.6 | 2.1 | 2.6 | 8.0 | -1.6%
CN1[C@@H]2CC[C@H]1CC(OC(=O)C(O)c1ccccc1)C2 (some centres undefined) | x | -0.1% | 2.0% | 0.8% | -2.6 | x | x | x | -2.7%
CC1(C)Cc2nc3nc(SCC(=O)NCCc4ccccc4)n(-c4ccccc4)c(=O)c3cc2CO1 | -6.2 | 0.1% | -4.8% | 0.5% | -7.7 | -4.0 | -1.1 | -14.9 | -2.7%
CCc1ccc(NC(=S)N(CCN2CCOCC2)Cc2ccccc2F)cc1 | -8.2 | 2.2% | -10.4% | 3.8% | -3.0 | -3.8 | 2.4 | 0.8 | -1.8%
CSc1oc(-c2ccco2)nc1S(=O)(=O)c1ccc(Br)cc1 | -2.9 | 0.9% | -0.1% | 0.0% | -5.2 | -2.6 | 2.2 | -1.0 | -1.0%
Cc1c(Cl)cccc1NC(=O)Nc1cnccn1 | 0.3 | 0.4% | -3.0% | -0.2% | -0.7 | -5.6 | 6.6 | 8.3 | -1.9%
O=CN1CC(=O)N(c2ccccc2)c2c([nH]c3ccccc23)C1 | -1.6 | 0.2% | -3.4% | 1.9% | -2.5 | -5.0 | 0.4 | -11.7 | -1.8%
COC(=O)CCc1c(C)[nH]c(C(=O)OCc2ccccc2)c1C | -0.6 | 2.2% | -4.0% | 3.7% | -4.6 | 12.2 | 1.4 | 6.0 | -3.9%&-7.2%
Cc1cc(OCC(=O)OCC(=O)NCc2ccco2)ccc1Cl | -4.9 | 0.4% | -10.8% | -2.2% | -5.5 | 15.4 | 4.1 | 4.2 | -2.7%
CCOC(=O)C1=C(COC(=O)/C=C/c2ccc(C)o2)NC(=O)NC1C (centres undefined) | x | -0.2% | -17.8% | -10.8% | -3.5 | -9.6 | 3.1 | 5.5 | 2.6%
O=C(O)c1ccc(Cl)c(S(=O)(=O)N(Cc2ccccc2)c2ccccc2)c1 | 4.4 | -1.0% | -7.2% | -2.8% | -3.5 | 4.7 | -1.9 | -1.8 | -1.7%
CC[C@@H](C)[C@@H](C(=O)N1CCNCC1)n1cc(CCC(=O)O)nn1 | -1.6 | -0.2% | -1.2% | 0.2% | 1.6 | -0.1 | -2.1 | 8.8 | -2.2%

5 compounds from above, showing only D2 potentiator and D1 antagonist:
mol | D2 potentiator | D1 antagonist
Cc1ccc(/C=N/NC(=O)c2ccco2)s1 | -5.2 | 22.8
CC(=O)N1CCN(S(=O)(=O)c2cccc(C(=O)Nc3ccc4c(c3)OCO4)c2)CC1 | 17.3 | 0.6
CCC(c1nnnn1Cc1ccccc1)N1CCN(C(=O)c2ccco2)CC1 (centres undefined) | 2.1 | 8.0
CCOC(=O)Cc1csc(NC(=O)CSc2nc(=O)[nH]c3c2CCC3)n1 | 3.6 | 45.9
COCCCN(C(=O)CC1OC(=O)c2ccccc21)c1c(N)n(Cc2ccccc2)c(=O)[nH]c1=O (centres undefined) | 2.0 | 3.1

Returning to the listing, repeating the 2 entries before the break.
SMILES | D1 potentiator | RXFP1 agonist | Vif-APOBEC3F blk | Vif-A3G inh | LDHA inh | D2 potentiator | D1 ag | D1 antagonist | GRP78 ERSR act
O=C(O)c1ccc(Cl)c(S(=O)(=O)N(Cc2ccccc2)c2ccccc2)c1 | 4.4 | -1.0% | -7.2% | -2.8% | -3.5 | 4.7 | -1.9 | -1.8 | -1.7%
CC[C@@H](C)[C@@H](C(=O)N1CCNCC1)n1cc(CCC(=O)O)nn1 | -1.6 | -0.2% | -1.2% | 0.2% | 1.6 | -0.1 | -2.1 | 8.8 | -2.2%
CC(=O)Nc1ccc(NC(=O)c2ccc(COc3ccccc3)cc2)cc1 | 0.6 | 1.7% | 2.4% | 1.0% | -6.8 | 9.6 | -2.2 | 20.6 | -1.1%
O=C(NCc1ccccc1Cl)C1CCCN(S(=O)(=O)c2cccc3nonc23)C1 (centres undefined) | 0.3 | 2.8% | u | -11.2% | -2.0 | 0.8 | -2.7 | -0.1 | -0.5%
Cc1noc(C)c1COc1cccc(C(=O)Nc2ccc(OCc3ccccc3)cc2)c1 | 1.5 | 0.9% | 3.4% | -1.7% | -11.3 | -1.9 | 3.6 | 6.8 | -2.9%
O=C(Cc1ccc(Cl)cc1)Nc1ccc(S(=O)(=O)Nc2cnc3ccccc3n2)cc1 | 1.8 | 0.1% | 9.7% | -10.6% | -7.0 | 22.2 | 1.7 | 1.1 | -5.9%
O=[N+]([O-])c1cccc(S(=O)(=O)Nc2cccc(-c3ccc(N4CCOCC4)nn3)c2)c1 | 2.5 | 3.4% | -16.8% | -9.5% | 1.3 | -1.0 | 0.8 | 4.9 | -2.4%
CCNc1nc(Cl)nc(NC2CCCCC2)n1 | 1.5 | 0.2% | 4.3% | 1.2% | -3.7 | -0.1 | 1.5 | -19.3 | 2.3%
COCCNC(=O)/C(C#N)=C1\N=C(NC(=O)c2cccs2)c2ccccc21 | -1.1 | 0.2% | -4.6% | -0.7% | -0.7 | 3.8 | 3.8 | 0.0 | -1.5%
CCOP(=O)(OCC)C(C#N)=C1SCN(c2ccc(Cl)cc2)CS1 | 3.9 | -0.6% | x | -1.2% | -0.2 | 4.4 | 0.3 | 15.4 | -1.2%
CC1=C(C(N)=O)C(c2ccccn2)n2nc(SCc3ccccc3Cl)nc2N1 (centres undefined) | -0.2 | 2.2% | 2.1% | -11.6% | -4.3 | -1.7 | 2.1 | 3.4 | -4.0%
CC(C)(C)c1nnc(NC(=O)C2CC(=O)N(CCc3ccc(F)cc3)C2)s1 (centres undefined) | -2.2 | -2.8% | -8.0% | -3.5% | -4.3 | 2.8 | 3.6 | 2.3 | -5.7%
CC1=CC(=O)C=CC1(C)C(Cl)Cl (centres undefined) | -7.5 | 0.1% | -6.6% | 1.3% | -0.5 | 0.4 | 3.0 | -8.5 | -2.8%
O=C(CN1CCOCC1)N/N=C/c1cccc2ccccc12 | 0.0 | -2.5% | 1.0% | 0.1% | -1.5 | x | 8.6 | 31.7 | -4.1%
O=S(=O)(O)c1ccc(NN=Cc2ccccc2O)cc1 | x | x | -2.1% | -0.5% | -1.9 | x | x | x | -2.2%
O=C(COc1ccc(F)cc1)N1CCCCCCC1 | -4.8 | -0.3% | 12.9% | -1.9% | -4.9 | -12.0 | -1.3 | -20.0 | -1.3%
COC(=O)c1ccc(NC(=O)COc2ccc(S(=O)(=O)NC(C)(C)C)cc2)cc1 | 2.4 | 0.9% | -3.7% | 2.2% | -5.1 | -6.3 | 0.5 | 19.6 | -4.5%
O=C(NC1CCCC1)C1CCC(CNS(=O)(=O)c2ccc(F)cc2)CC1 (centres undefined) | 1.5 | 3.3% | -4.0% | 0.9% | -1.2 | 7.0 | 1.8 | -0.1 | -2.5%
